COUP-TFII inh – NR2F2 transcriptional activity inhibitors, primary screen, cell-based, luciferase reporter, HEK293T, luminescence; COUP transcription factor 2 (Homo sapiens), P24468; HEK293T NGFI-A luciferase reporter; AID 686940, 2013; actives 0.7% (n = 370,000); inhibition, % at 8.6 µM;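 active means inhibition above a per-plate cutoff, mean inhibition of test wells between control levels plus 3 SD, cut at about 38% in these data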;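 further: cells cotransfected with COUP-TFII expression vector driving the NGFI-A reporter; 0% = median of COUP-TF2 test wells and 100% = reporter-only cells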
NR5A2 inv ag – LRH-1 (NR5A2) inverse agonists, primary screen, cell-based, luminescence, HEK293T, StAR-luciferase reporter; Nuclear receptor subfamily 5 group A member 2 (Homo sapiens), O00482; LRH-1 transfected, 24 h; inhibition, % at 3.6 µM; actives 0.13% (n = 360,000);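 active means inhibition above the mean inhibition of all tested compounds plus 3 SD, cut at about 73% in these data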;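 further: 0% = DMSO wells and 100% = reporter-only cells lacking LRH-1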
TWEAK Fn14 block – inhibitors of TWEAK-Fn14 signaling, primary screen, luciferase reporter cells, uHTS | inhibition, % at 10 µM | actives 2% (n = 360,000) | TWEAK-stimulated Fn14 reporter cells, luciferase luminescence, 8 h; in the data active means inhibition above about 50%
EBV LMP1 NFkB – EBV LMP1-driven NF-kappaB luciferase reporter inhibitors, primary screen, cell-based, luminescence, single point. actives 0.69% (n = 350,000). LMP1-induced NF-kappaB luciferase reporter cells. inhibition, % at 12.5 µM; in the data active means inhibition above about 41%;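 further: 0% = neutral control wells and 100% = reference inhibitor control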
TROY NFkB inh – inhibitors of TROY-driven NF-kB signaling, primary screen, Q293 LMP1-TROYcd cells, NF-kB luciferase, uHTS | AID 1347056, 2019 | actives 0.98% (n = 360,000) | Q293 LMP1-TROYcd NF-kB luciferase reporter, 4 h | inhibition, % at 10 µM;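 active means compounds whose plate-normalised and pattern-corrected inhibition of the luciferase reporter signal at the single screening dose is 50% or more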
SRC1 inh – SRC1 coactivator transcriptional activity inhibitors, primary screen, cell-based, luminescence; Nuclear receptor coactivator 1 (Homo sapiens), Q15788; HEK293 GAL4-SRC1 luciferase reporter; inhibition, % at 3.6 µM; actives 0.12% (n = 360,000); AID 588354, 2011;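 active means inhibition above the campaign mean plus 3 SD, with each screening campaign given its own cutoff, cut at about 60% in these data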;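 further: 0% = DMSO treated cells and 100% = gossypol at 36 µM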
C8 TRAIL sens – viability loss with TRAIL in NB7+C8 cells, primary screen, TRAIL sensitizer project, cell-based, ATPlite luminescence; inhibition (viability loss, TRAIL sensitization), % at 10 µM; actives 1% (n = 360,000); AID 624354, 2012;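 active means compounds causing at least 50% loss of cell viability in the single-dose screen, relative to plate controls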
SRC2 inh – inhibition of GAL4-SRC2 driven luciferase reporter, primary screen, SRC2 inhibitor project, cell-based, luminescence. Nuclear receptor coactivator 2 (Homo sapiens), Q15596. inhibition, % at 9 µM. HEK293 GAL4-SRC2 luciferase reporter. actives 0.17% (n = 370,000);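 active means inhibition above the mean inhibition of all tested compounds plus 3 SD, set per campaign, cut at about 52% in these data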;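 further: 0% = DMSO treated cells and 100% = cells given Gossypol at 36 µM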
TLR9-MyD88 inh – inhibitors of TLR9-MyD88 association in cells, primary screen, cell-based, CHO, BLA complementation, fluorescence; Toll-like receptor 9 (Homo sapiens) + Myeloid differentiation primary response protein …; CCF4 FRET ratio; inhibition, % at 4.98 µM; actives 0.21% (n = 340,000);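 active means inhibition above the mean over all tested compounds plus 3 SD, cut at about 21% in these data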;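 further: 0% = DMSO only wells and 100% = clavulanate BLA inhibitor control wells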
SRC3 inh – SRC3 coactivator transcriptional activity inhibitors, primary screen, cell-based, luminescence. inhibition, % at 3.6 µM. actives 0.17% (n = 360,000). HEK293 GAL4-SRC3 luciferase reporter. AID 588352, 2011. Nuclear receptor coactivator 3 (Homo sapiens), Q9Y6Q9;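 active means inhibition above a per-campaign cutoff, the mean of all compounds plus 3 SD, cut at about 60% in these data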;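 further: 0% = DMSO-treated cells and 100% = gossypol-treated cells at 36 µM; higher means less SRC3-driven luciferase light from the GAL4 reporter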
NOD2-RIPK2 inh – NOD2-RIPK2 binding disruptors in cells, primary screen, fluorescence, CHO cells, BLA complementation. AID 624267, 2012. actives 0.38% (n = 360,000). inhibition, % at 4.98 µM. CCF4 ratio. Receptor-interacting serine/threonine-protein kinase 2 (Homo sapiens), O43353; in the data active means inhibition above about 21%;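 further: 0% = vehicle only and 100% = reference blocker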
* marks the source's active call; other numbers are inactive results; . = not tested or not shown. Not all compounds are listed. The share of hits here may be higher or lower than overall.

SMILES	COUP-TFII inh	NR5A2 inv ag	TWEAK Fn14 block	EBV LMP1 NFkB	TROY NFkB inh	SRC1 inh	C8 TRAIL sens	SRC2 inh	TLR9-MyD88 inh	SRC3 inh	NOD2-RIPK2 inh
O=C(Nc1nnc(-c2ccccc2)s1)c1ccc(F)cc1	5	2	-23	-30	-56	-14	0	-16	0	-35	0
CCOc1ccc(S(=O)(=O)N(CC(=O)NCc2cccnc2)c2ccc(C)cc2)cc1	-9	-8	25	2	14	-4	-19	-4	-7	-7	5
CCOc1ccccc1C(=O)NCc1ccc2c(c1)OCO2	-4	-26	0	-15	9	-6	1	23	6	-6	-5
CC(=O)N1CCC(=NNS(=O)(=O)c2ccc(C)c([N+](=O)[O-])c2)CC1	-7	12	1	-2	9	13	-25	5	-14	9	4
CCc1c(C)nc2ncnn2c1Nc1ccc(C)c(C)c1	-1	-5	-7	38	6	3	12	17	4	4	-5
COc1cc(SC)ccc1C(=O)N(Cc1ccccc1)c1ccccc1	5	14	19	-9	-11	5	14	16	3	-5	3
CCOC(=O)c1nc(C)c(C(C)=O)s1	10	-3	-4	-13	2	-9	-10	10	2	-19	6
CCCNC(=O)c1ccccc1SCc1c(C)noc1C	-4	-3	13	-4	-13	4	-4	-4	7	2	-3
Cc1cc(-c2csc(NC(=O)c3ccc(=O)[nH]c3)n2)c(C)n1Cc1ccco1	18	-11	58*	2	5	-8	32	-1	-9	6	2
CC(OC(=O)CC1CCCCC1)C(=O)Nc1cccc(C#N)c1 (configuration not stated)	0	10	-19	4	1	6	-1	10	-5	5	13
OC(CN1CCOCC1)(c1ccccc1)c1ccccn1 (configuration not stated)	13	4	9	.	-15	9	-30	-13	-1	0	7
O=S(=O)(NC1CCCCCCC1)c1cccs1	-2	-8	5	11	-24	9	-15	-30	0	7	-7
O=S(=O)(Nc1ccccc1N1CCOCC1)c1cccs1	8	-2	4	-5	12	3	-1	5	-5	18	-8
O=C(NCc1ccco1)C1OCCc2ccccc21 (configuration not stated)	10	2	4	-3	-2	2	0	6	-7	-7	-6
COC(=O)[C@]1(Cc2ccccc2)N[C@H](c2ccc(-c3ccc(F)cc3)cc2)[C@@H]2C(=O)N(C)C(=O)[C@@H]21	-14	0	-2	-7	3	11	13	19	-10	-7	1
O=C(Nc1cccnc1)c1ccc2c(c1)C(=O)N(CC1CCCO1)C2=O (configuration not stated)	-24	5	2	3	-5	0	-7	0	-1	12	-5
COc1ccc([C@H]2CC(=O)C=C(c3cccc(C(C)C)c3)C2)cc1OC	28	9	49	13	16	-8	12	16	-2	10	-10
CNC(=O)C[C@H]1C(=O)N(C2CCCCC2)C[C@@H]1c1ccc(Br)cc1	4	0	22	-2	-12	-13	-19	-1	-2	-2	3
CC(Sc1nnc2c(n1)[nH]c1ccccc12)C(=O)NC1CCCCC1 (configuration not stated)	0	7	27	29	17	9	14	-15	5	10	-7
Cc1ccc(-n2nc3c(c2NC(=O)c2ccc(Br)o2)CSC3)c(C)c1	12	11	5	-10	22	-16	-11	6	-4	7	2
CCOC(=O)/C(C#N)=N/Nc1ccc(S(=O)(=O)Nc2cc(OC)nc(OC)n2)cc1	16	3	9	.	3	-6	16	-7	.	9	1
COc1ccccc1-c1cc(N)n(S(=O)(=O)c2ccc(F)c(C)c2)n1	-1	-2	14	5	7	5	0	8	-2	-12	3
Cc1cccc(C)c1NCC(=O)N1CCN(Cc2ccccc2)CC1	6	-5	-23	2	1	12	-4	-3	4	2	0
O=C(COC(=O)c1ccc(O)cc1)Nc1ccc(N2CCCCC2)cc1	11	-1	11	-3	5	-39	-7	10	1	-21	-1
Cc1cc(O)c(C(=O)/C=C/c2ccc(C(C)C)cc2)c(=O)o1	-87	-85	42	-28	-3	-116	44	-80	0	-116	-1
O=C(Cc1ccccc1F)Nc1cc(S(=O)(=O)N2CCOCC2)ccc1N1CCCC1	-1	26	2	.	-19	16	-11	18	.	2	2
Cc1cnc(C(=O)OCC(=O)c2ccc(Cl)cc2)cn1	-5	6	6	0	-12	-79	-6	-48	-2	4	0
CC(=O)N1c2ccccc2Sc2ccc3ccccc3c21	11	3	12	5	-8	6	6	9	3	-5	1
CN(C(=O)c1ccc(NC(=O)C2CCN(C(=O)OC(C)(C)C)CC2)cc1)C1CC1	31	2	3	12	15	-18	7	-11	-1	-19	-3
CC(C)(C)c1ccc(S(=O)(=O)N2CCN(CC(O)CN3CCOCC3)CC2)cc1 (configuration not stated)	10	12	-21	0	0	-13	-10	-5	3	1	4
O=C(Nc1ccc(N2CCCC2)c(Cl)c1)c1ccc([N+](=O)[O-])o1	-42	24	26	-77	-36	-51	88*	-34	-11	-40	-3
CCn1cc(S(=O)(=O)Nc2ncccn2)cn1	7	1	-8	2	-10	7	3	-12	-5	-6	-7
CC(C)/C=N/NC(=O)c1cc(Br)ccc1O	7	-23	-25	-2	-65	-23	-15	-9	-2	-12	-8
O=C(CN(C1CCCCC1)S(=O)(=O)c1ccc(F)cc1)NCc1ccncc1	2	-5	13	-7	1	-7	-2	-5	1	3	-8
CC(C)C1C(=O)N(Cc2cn(CCC3OCCO3)nn2)CCS(=O)(=O)N1Cc1ccc(-c2ccc(F)cc2)cc1 (configuration not stated)	18	-38	16	3	14	-15	9	13	1	5	-10
O=C(Nc1cc2c3c(c1)CC(=O)N3CCC2)c1ccc(F)cc1	-13	-12	-2	-1	20	-8	25	-10	-7	-11	-5
CCN(CC)C(=O)c1ccc2nc([C@@H]3O[C@H](CO)[C@H](O)[C@H](O)[C@H]3O)[nH]c2c1	-5	-13	6	.	-5	-8	12	-4	.	5	3
Cc1ccc(NC2=C(Cl)C(=O)N(C3CCCCC3)C2=O)cc1	12	3	-9	-2	-28	0	-15	2	-8	18	-8
COc1ccc(Cl)cc1S(=O)(=O)N1CCC(C(=O)NCc2ccco2)CC1	-12	0	-1	-8	0	0	13	8	-11	24	-5
CCCCCN(C(=O)CCC(=O)OCC(=O)c1ccc(F)c(F)c1)c1c(N)n(CCCC)c(=O)[nH]c1=O	-5	-3	-7	5	0	-5	12	20	2	-5	5
COc1ccc(S(=O)(=O)N2CCCCC2)cc1NS(=O)(=O)c1ccccc1F	-7	-9	6	6	19	12	-7	-1	-7	15	-22
COc1cc(C(=O)Nc2ccc(S(=O)(=O)Nc3nccc(C)n3)cc2)c([N+](=O)[O-])cc1OC	2	-4	10	-4	-10	13	0	9	5	22	-14
Nc1ncnc2c1ncn2[C@@H]1O[C@H](CNC(=O)[C@H](N)Cc2cccnc2)[C@@H](O)[C@H]1O	3	8	-6	.	-15	9	-10	2	.	-15	-11
CCc1ccc2ncc(S(=O)(=O)c3ccc(C)c(C)c3)c(N3CCCC3)c2c1	6	5	22	-1	28	-7	1	16	-9	5	-6
CCOC(=O)N1CCc2c(sc3c2C(=O)NC(c2ccccc2)N3)C1 (configuration not stated)	.	-6	14	8	6	-18	26	.	6	17	-20
COc1ccc(CCc2ccnc3ccccc23)cc1	-3	4	9	10	-21	-4	14	-10	-2	-17	-12
COc1ccc(OC)c(S(=O)(=O)Nc2ccccc2O)c1	-13	-3	4	-8	8	0	-9	-42	-3	8	8
CC1(C(=O)NS(=O)(=O)c2ccc(F)cc2F)CCN1C(=O)Cc1ccccc1 (configuration not stated)	-17	25	-3	.	-10	3	-2	-9	.	-24	1
Cn1cnc(S(=O)(=O)Nc2cc(-c3ccc(Cl)cc3)nn2C)c1	16	-2	2	.	10	6	-3	-13	.	14	-5
CCCc1ccc(S(=O)(=O)NCCc2ccncc2)cc1	11	3	28	8	22	-10	11	8	-2	-46	8

A different layout for some results above:
| SMILES | COUP-TFII inh | NR5A2 inv ag | TWEAK Fn14 block | EBV LMP1 NFkB | TROY NFkB inh | SRC1 inh | C8 TRAIL sens | SRC2 inh | TLR9-MyD88 inh | SRC3 inh | NOD2-RIPK2 inh |
| --- | --- | --- | --- | --- | --- | --- | --- | --- | --- | --- | --- |
| CCCCCN(C(=O)CCC(=O)OCC(=O)c1ccc(F)c(F)c1)c1c(N)n(CCCC)c(=O)[nH]c1=O | -5 | -3 | -7 | 5 | 0 | -5 | 12 | 20 | 2 | -5 | 5 |
| COc1ccc(S(=O)(=O)N2CCCCC2)cc1NS(=O)(=O)c1ccccc1F | -7 | -9 | 6 | 6 | 19 | 12 | -7 | -1 | -7 | 15 | -22 |
| COc1cc(C(=O)Nc2ccc(S(=O)(=O)Nc3nccc(C)n3)cc2)c([N+](=O)[O-])cc1OC | 2 | -4 | 10 | -4 | -10 | 13 | 0 | 9 | 5 | 22 | -14 |
| Nc1ncnc2c1ncn2[C@@H]1O[C@H](CNC(=O)[C@H](N)Cc2cccnc2)[C@@H](O)[C@H]1O | 3 | 8 | -6 | . | -15 | 9 | -10 | 2 | . | -15 | -11 |
| CCc1ccc2ncc(S(=O)(=O)c3ccc(C)c(C)c3)c(N3CCCC3)c2c1 | 6 | 5 | 22 | -1 | 28 | -7 | 1 | 16 | -9 | 5 | -6 |
| CCOC(=O)N1CCc2c(sc3c2C(=O)NC(c2ccccc2)N3)C1 (configuration not stated) | . | -6 | 14 | 8 | 6 | -18 | 26 | . | 6 | 17 | -20 |
| COc1ccc(CCc2ccnc3ccccc23)cc1 | -3 | 4 | 9 | 10 | -21 | -4 | 14 | -10 | -2 | -17 | -12 |
| COc1ccc(OC)c(S(=O)(=O)Nc2ccccc2O)c1 | -13 | -3 | 4 | -8 | 8 | 0 | -9 | -42 | -3 | 8 | 8 |
| CC1(C(=O)NS(=O)(=O)c2ccc(F)cc2F)CCN1C(=O)Cc1ccccc1 (configuration not stated) | -17 | 25 | -3 | . | -10 | 3 | -2 | -9 | . | -24 | 1 |
| Cn1cnc(S(=O)(=O)Nc2cc(-c3ccc(Cl)cc3)nn2C)c1 | 16 | -2 | 2 | . | 10 | 6 | -3 | -13 | . | 14 | -5 |
| CCCc1ccc(S(=O)(=O)NCCc2ccncc2)cc1 | 11 | 3 | 28 | 8 | 22 | -10 | 11 | 8 | -2 | -46 | 8 |

High-throughput results: PubChem BioAssay, several laboratories
